TSHR antagonist: Antagonists of the Thyroid Stimulating Hormone Receptor: HTS campaign. Thyrotropin receptor (Homo sapiens), P16473. 330,000 tested, 0.2% active. AID 504810, 2011. TSHR-expressing cells, TSH-stimulated cAMP HTRF, 2 h; stronger effect = lower value. activity change, negative = inhibition, % at 11.5 µM;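 active = activity change below a set negative limit, meaning inhibition stronger than a set level, cut at about -70% in these data; inconclusive = activity change between two set negative limits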; also: % is scaled to controls: 0 for no effect and ±100 for the full control effect
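Inhibition of cAMP made by TSHR-expressing cells under TSH stimulation (4nM final, EC80; 2 h, 37 deg C) is quantified with a one-step lysis HTRF kit, anti-cAMP cryptate versus cAMP-d2.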
ASM inhibitor: Inhibitors of Secretory Acid Sphingomyelinase (S-ASM): qHTS. Sphingomyelin phosphodiesterase (Homo sapiens), P17405. placental ASM, HMU-PC fluorogenic substrate, 60 min. 340,000 tested, 0.006% active. AID 504937, 2011. Potency, µM (top dose mostly 57.5 µM), without a hit: at the highest dose activity change, negative = inhibition, actives largely listed as inhibitors; also: potency is read from the fitted curve at half-maximal effect
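HMU-PC0 cleavage (9 uM final) by human placental ASM, 60 min at 37 °C following 10 min compound exposure at RT; stopped at pH 10, fluorescence Ex 386/Em 447 nm.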
MBNL1-CUG inh: qHTS Assay for Inhibitors of MBNL1-poly(CUG) RNA binding | Muscleblind-like protein 1 (Homo sapiens), Q9NR56 | TR-FRET MBNL1-His/biotin-(CUG)12 binding, 665/545 ratio | Potency, µM (doses to about 57.5 µM), inactives show top-dose activity change, negative = inhibition, hits mostly inhibitors | 280,000 tested, 0.036% active | AID 2675, 2010; active = well fitted inhibition curve with a large enough effect in the signal ratio, with a control signal flat, not every such curve was filed as active; inconclusive = small, poorly fitted or top-dose-only effect, or effect the other way, or a change in a side signal; inactive = no such curve, though single readings can be large or run the other way; the % refers to the signal ratio; also: potency is read from the fitted curve at half-maximal effect; % is scaled to controls: 0 for no effect and ±100 for the full control effect
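Compounds (final 92 nM to 58 uM) are added to His-tagged MBNL1 and biotin-(CUG)12, then terbium anti-His antibody and streptavidin-XL665 (5 nM final). After 60 min at room temperature, the 665/545 nm ratio is read.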
Menin MLL FP TR: qHTS Assay for Inhibitors Targeting the Menin-MLL Interaction in MLL Related Leukemias: Competition With Texas Red Labeled MLL-derived Mutant Peptide. Menin + Texas Red MLL mutant peptide, fluorescence polarization. Potency, µM (titrated, usually from 61.6 µM), for inactives: top-dose FP activity change, negative = inhibition, most hits filed as inhibitors. 270,000 tested, 0.23% active. AID 1768, 2009; active = well fitted inhibition curve with a large enough effect in the polarisation, with a control signal flat, not every such curve was filed as active; inconclusive = small, poorly fitted or top-dose-only effect, or effect the other way, or a change in a side signal; inactive = no such curve, though single readings can be large or run the other way; the % refers to the polarisation; also: potency is read from the fitted curve at half-maximal effect; % of control where 0% means no effect; many of its hits are not listed in these tables
A-T KAP1 phos: qHTS Assay for Identifying a Potential Treatment of Ataxia-Telangiectasia. Potency, µM (doses to about 57.5 µM), inactives show at the highest dose activation, hits mostly activators. AID 485349, 2010. […] A-T fibroblasts, KAP-1 phosphorylation AlphaLISA; neocarzinostatin DNA damage 30 min before lysis. 320,000 tested, 0.19% active; also: potency is read from the fitted curve at half-maximal effect; % of control where 0% means no effect; nearly all actives have a fitted effect of over 45% in size
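hTERT-immortalized A-T patient fibroblasts ([…]), 500 cells/well in OPTI-MEM, 1% FBS, got compounds for 60 min, then NCS for 30 min at 37C. Lysates were then assayed for phospho-KAP-1 by AlphaLISA (anti-pKAP1 donor, anti-KAP1 acceptor beads), 6 hr at 25C.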
Integrin act MD: qHTS for Activators of Integrin-Mediated Alleviation for Muscular Dystrophy. alpha7betagal myoblasts, beta-gal FDG fluorescence, 48 h. Potency, µM (highest dose often 38.3 µM), for the others: at the highest dose activation, actives largely listed as activators. 350,000 tested, 0.064% active. AID 624291, 2012;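 also: potency is read from the fitted curve at half-maximal effect; 100% = response of the positive control SU9516; nearly all actives have a fitted effect of over 60% in size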
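Alpha7betagal+/- myoblasts (passage 13) were plated 16-24 hr, then exposed to compounds (1:260 dilution of DMSO stock) for 48 hours at 37C. After MPER lysis, β-galactosidase reporter activity was read as FDG fluorescence (ex 480/em 540) after 30 minutes.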
Mito fusion yeast: qHTS Assay for Small Molecule Inhibitors of Mitochondrial Division or Activators of Mitochondrial Fusion; 320,000 tested, 0.23% active; S. cerevisiae fusion-defective mutant growth rescue, CellTiterGlo 48 h; Potency, µM (titrated, usually from 46.1 µM), inactives show top-dose growth rescue (activation), usual class: activators;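 also: potency is read from the fitted curve at half-maximal effect; % of control where 0% means no effect; nearly all actives have a fitted effect of over 45% in size; temperature-sensitive fusion mutants such as fzo1-1 at 37 °C on non-fermentable ethanol glycerol medium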
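Compounds are tested for their ability to restore growth of mitochondrial fusion-defective yeast strains at non-permissive 37C in YPEG medium over 48 hours. Viability is quantified by luciferase luminescence.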
MLL CXXC-DNA inh: qHTS Fluorescence Polarization Assay for Inhibitors of MLL CXXC domain - DNA interaction | Histone-lysine N-methyltransferase 2A (Homo sapiens), Q03164 | MLL-CXXC / FITC-HOXA9 DNA fluorescence polarization | Potency, µM (top dose mostly 115 µM), for inactives: at the top dose activity change, negative = inhibition, hits mostly inhibitors | 290,000 tested, 0.037% active | AID 2662, 2010; active = well fitted inhibition curve with a large enough effect in the polarisation, with a control signal flat, not every such curve was filed as active; inconclusive = small, poorly fitted or top-dose-only effect, or effect the other way, or a change in a side signal; inactive = no such curve, though single readings can be large or run the other way; the % refers to the polarisation; also: potency is read from the fitted curve at half-maximal effect
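Fluorescence polarization: 7 uM MLL-CXXC (stock) preincubated 5 min with compounds, then 50 nM fluorescein-HOX-A9 DNA (stock) added; 30 min ambient. Buffer 50 mM Tris-HCl pH 7.5, 50 mM NaCl, 1 mM DTT, 0.05% BSA.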
TCR activator: Activators of T cell receptors: qHTS campaign. primary human leukocytes, anti-CD3, IL-2 HTRF, 48 h. Potency, µM (doses to about 9.22 µM), for inactives: at the top dose activation of IL-2 secretion, usual class: activators. 330,000 tested, under 10 active. AID 504894, 2011; also: % of control where 0% means no effect
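Readout: HTRF IL-2, Eu-cryptate/d2 antibody pair, 320nm excitation, 665nm emission. Stimulus: a-CD3 beads, no co-stimulation. Cells: primary human leukocytes. Exposure: 48 hr with compound.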
PTAP TSG101 blk: qHTS Assay for Iinhibitors of HIV-1 Budding by Blocking the Interaction of PTAP/TSG101; 340,000 tested, under 10 active; Tumor susceptibility gene 101 protein (Homo sapiens), Q99816; Fluorescence polarization, FITC-PTAP peptide / Tsg101 binding; Potency, µM (highest dose often 115 µM), inactives show at the highest dose activity change, negative = inhibition, most hits filed as inhibitors; active = well fitted inhibition curve with a large enough effect in the main read-out, with a control signal flat, not every such curve was filed as active; inconclusive = small, poorly fitted or top-dose-only effect, or effect the other way, or a change in a side signal; inactive = no such curve, though single readings can be large or run the other way; also: potency is read from the fitted curve at half-maximal effect; % of control where 0% means no effect
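FP read-out: FITC-PTAP peptide, 50 nM final, binding Tsg101 binding domain, 10 uM final; 20 min, r.t.; 10 mM HEPES pH 7.5, 0.15 M NaCl, 0.01% Tween 20, 3 mM EDTA, 0.1 mM TCEP.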
* hit, by the source's call; u = inconclusive; x = not tested or not shown; [ ] = dose if it differs, or a comment. Unless noted, calls follow the shape of the dose curve; as a rule, active = well fitted curve in the direction sought with a large enough effect; inconclusive = small, poorly fitted or top-dose-only effect, or another doubt; inactive = no such curve, though single readings can be large; an effect the other way counts as inactive or inconclusive.

SMILES | TSHR antagonist | ASM inhibitor | MBNL1-CUG inh | Menin MLL FP TR | A-T KAP1 phos | Integrin act MD | Mito fusion yeast | MLL CXXC-DNA inh | TCR activator | PTAP TSG101 blk
Cc1ccc(-c2cc(C(=O)NCc3cccnc3)no2)cc1 | -4 | -2% | -6% | 2% | -7% | -5% | -7% | -1% | 1% | -9%
Cc1ccc(S(=O)(=O)NC(=O)N(CCC#N)Cc2ccccc2)cc1 | -2 | 6% | 6% | 11% | 4% | 4% | 12% | 2% | 4% | -1%
Cc1cc(C)c2c(n1)nn1c(NCCCN3CCOCC3)cc(C)nc21 | x | 180%[activator] | x | x | x | 20% | x | x | -4% | -5%
Cc1nn(CC(C)C)c(=S)[nH]c1=O | -1 | -3% | 2% | 8% | -2% | 23% | 2% | 2% | -3% | -10%
COc1cc(C(=O)N2CCC(n3c(C)nc4cc(F)ccc43)CC2)cc(OC)c1OC | 36 | 1% | -14% | -4% | 2% | -12% | 3% | -2% | -4%[46.1 µM] | -1%
CC(C)[C@H](N)c1nnc(SCC(=O)c2ccc(Cl)cc2)o1 | -1 | 5% | 9% | 2% | x | 24% | 2% | 4% | -10% | -5%
Cc1cccc(/C=C2\Sc3ccc(C(=O)N4CCOCC4)cc3N(C)C2=O)c1 | 7 | -5% | u | x | -3% | 0% | 1% | -3% | 1% | -6%
CCCN(CCC)CCCNS(=O)(=O)c1ccc2c(c1)oc(=O)n2C | 5 | 5% | 4% | 18% | 5% | -2% | 1% | 4% | -1% | -12%
CC(C)NS(=O)(=O)c1ccc(OCC(=O)Nc2ccccc2F)cc1 | 2 | -3% | 4% | 6% | 1% | -5% | -3% | -3% | 7% | -4%
Fc1ccc(NC(=S)NCc2cccs2)cc1 | 8 | 8% | x | 10% | 1% | 0% | 3% | 14% | 2%[46.1 µM] | -4%
CCN1CCN(C(=O)c2ccc(C(F)(F)F)cc2)CC1 | -9 | -1% | 4% | 17% | 2% | u | -5% | 28% | -7% | -1%
COc1cc(C(=S)N2CCN(C)CC2)ccc1OCC(=O)NCc1ccccc1 | 8 | -4% | 3% | 0% | 1% | -9% | -10% | 4% | 0% | -1%
O=C(NNC(=O)c1cc(-c2ccccc2)nc2ccccc12)Nc1cccc(Cl)c1 | -17 | -30% | -2% | x | 0% | -19% | 1% | 18% | 6% | -6%
CC(=O)Nc1nonc1-n1nnc(C(=O)NCc2ccccc2)c1C | 8 | 1% | 1% | -22% | x | -8% | 4% | 0% | 0% | -8%
CCN(CC(=O)Nc1cccc(C(C)=O)c1)S(=O)(=O)c1ccc(OC)cc1 | -2 | 2% | 0% | -1% | -2% | -2% | 4% | 2% | 15% | -2%
Cc1ccc2cc(CN(C(=O)c3ccco3)c3ccccc3C)c(=O)[nH]c2c1 | -2 | -6% | -2% | 0% | -11% | 13% | 8% | -8% | -1% | -1%
CCOC(=O)c1[nH]c(=O)[nH]c1CSc1nc(C)cc(C)n1 | 11 | 2% | -9% | -17% | 1% | 1% | 1% | -4% | 4% | 1%
CCOC(=O)Nc1ccc2c(c1)nc1n2CCN(CCOC)C1 | 11 | 11% | -3% | 2% | -2% | 6% | -11% | 3% | -3% | -4%
CCc1nnc(NC(=O)c2ccc(S(=O)(=O)NCC(C)C)cc2)s1 | -9 | -1% | -9% | 32%[activator] | -8% | 13µM* | -5% | 5% | 4% | 1%
CSc1nc2nc(C)cc(-c3ccccc3)n2n1 | 7 | -1% | 14% | 4% | 1% | 6% | -5% | -6% | 1% | -8%
CCOC(=O)c1ccc(N=Cc2c(O)c3ccccc3oc2=O)cc1 | -15 | -1% | 5% | -4% | -20% | -30%[inhibitor] | 2% | 12% | 1% | -4%
CN(C)CCn1c2c(c(SCC(=O)N3CCc4ccccc43)nc1=O)CCCC2 | 2 | -3% | x | x | 2% | -19% | -2% | x | 4% | -5%
Cc1nn(-c2ccccc2)c2c1C1(C(=O)N(C)c3ccccc31)N(c1ccccc1)C(=O)N2 (stereo not drawn) | -9 | 2% | -7% | -1% | 3% | -18% | -3% | 3% | 1% | 0%
COc1ccc(C(=O)Nc2cc3c(cc2C#N)OCO3)cc1S(=O)(=O)N1CCN(C)CC1 | -11 | -4% | -9% | -5% | 2% | 13% | -5% | 5% | 6%[46.1 µM] | 3%
COc1ccc(C(=O)NCc2nnc(SCC(=O)Nc3cc(C)cc(C)c3)o2)cc1OC | 4 | 1% | -6% | -1% | -5% | 11% | -7% | -1% | -2% | -7%
C/C(CCS(=O)(=O)c1ccccc1)=N/O | 11 | 7% | -5% | -1% | -3% | -20% | 6% | 0% | 5% | 2%
O=[N+]([O-])c1cc(C(F)(F)F)cc([N+](=O)[O-])c1N1CCN(S(=O)(=O)c2ccccc2)CC1 | -6 | -5% | u | -1% | -7% | 6% | u | -5% | -3%[46.1 µM] | -1%
COCC(=O)N1CCc2ccc(NC(=O)c3ccc(C(F)(F)F)cc3)cc2C1 | x | -1% | x | x | x | 16% | x | x | -10% | -3%
CCc1ccc(NC(=O)c2cc(S(=O)(=O)N3CCc4ccccc43)cn2C)cc1 | 29 | -10% | -10% | -14% | 20% | 13% | 2% | x | 5% | -2%
Cc1cc(NC(=O)COC(=O)c2cc(S(=O)(=O)N3CCOCC3)ccc2N2CCCCC2)no1 | -1 | -2% | -1% | -4% | -3% | -26% | -2% | 0% | 1% | 0%
N=c1n(CCN2CCCCC2)c2ccccc2n1CC(O)c1cccc(Br)c1 (stereo not drawn) | -3 | -4% | 3% | -17% | 0% | -59%[inhibitor] | -7% | -2% | 1% | -7%
CCOC(=O)C1=NOC(CNC(=O)c2c(-c3ccccc3Cl)noc2C)C1 (stereo not drawn) | 7 | 1% | 0% | 11% | 6% | 11% | -7% | -4% | 0% | 0%
COc1ccc(-n2c(CN3CCN(c4ccc(F)cc4)CC3)nc3ccc([N+](=O)[O-])cc3c2=O)c(OC)c1 | 10 | -4% | u | 21% | 12% | -9% | -19% | u | -5% | -3%
Cc1cc2cc(C(c3nnnn3Cc3ccco3)N3CCCCC3)c(=O)[nH]c2cc1C (stereo not drawn) | -7 | 1% | 8% | 2% | 3% | 12% | -1% | -1% | 2% | -1%
CCOc1ccc(N2CC(C(=O)Nc3nnc(Cc4ccc(OC)c(OC)c4)s3)CC2=O)cc1 (stereo not drawn) | 1 | -1% | -3% | -14% | 3% | -46%[inhibitor] | 4% | 4% | 9% | -2%
O=C1NC(=O)/C(=C/c2ccc(-c3cc(C(=O)O)ccc3Cl)o2)S1 | -16 | 52%[activator] | 10% | 58%[activator] | -5% | u | 3% | u | x | -8%
CCOC(=O)C1CCN(Cc2cnc(Oc3ccc(C(C)(C)C)cc3)s2)CC1 | 50 | 2% | -23% | u | 10% | -40%[inhibitor] | -7% | 2% | -2% | -4%
CCC(=O)c1ccc(Oc2ccc(C(=O)c3ccc(C)cc3)cc2[N+](=O)[O-])cc1 | -12 | -3% | -6% | -7% | 11% | -20% | -1% | 5% | -1%[46.1 µM] | 0%
CCc1noc(C)c1C(=O)Nc1nc(-c2ccc(Cl)cc2Cl)c(C)s1 | -13 | -1% | 3% | 0% | 9% | 18% | 3% | 41%[activator] | -2% | -9%

Screening results (PubChem BioAssay)

Some of the compounds tested. The share of hits here may be higher or lower than overall.
